# MT1-MMP act inh: blocks activation of human MT1-MMP. P50281. HT1080 RFP-PRO-GFP cells, GFP/RFP ratio fluorescence, overnight; percent of plate control window, DMSO zero. GFP/RFP ratio change, % at 20 µM. 360,000 compounds, 0.061% hits. AID 651647;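 active means GFP/RFP ratio change of at least 30% with cell ATP level not reduced by more than half and red fluorescence within 50% of control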; further: strong numbers were not always called active
#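 Assay system: RFP-PRO-GFP reporter HT1080 cells; read-out basis: GFP/RFP fluorescence ratio; benchmarks: DMSO wells and RFP-L50D-GFP cells; doses: 20 µM single dose, 1% DMSO; schedule: overnight cell settling, then overnight compound exposure, 37 °C, 5% CO2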
# STEP block: inhibitors of human striatal-enriched phosphatase STEP | recombinant STEP, OMFP fluorogenic substrate, fluorescence | inhibition, % at 20 µM | 360,000 compounds, 0.25% hits;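 active means inhibition at 20 µM, scaled per plate between control wells, above about 37%, limit read from the data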;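 further: 0% = DMSO with enzyme and substrate and 100% = substrate only without enzyme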
#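 System: STEP (striatal-enriched tyrosine phosphatase) enzyme, cell-free; medium: Bis-Tris pH 6.0 buffer with DTT, detergent; dosing: 20 µM, 1% DMSO; times: reaction 20 min, ambient temperature; detection: fluorescence, 480/540 nm; read-out basis: normalized % inhibition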
# Rpn11 block: inhibitors of human proteasome Rpn11 | AID 588493 | O00487 | 360,000 compounds, 0.59% hits | human 26S proteasome, Ub4-pepOG fluorescence polarization; 20S core pre-blocked with epoxomicin | calls only at 20 µM;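 active means inhibition at 20 µM, scaled to each plate's controls, above about 33%, limit read from the data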
# Target sequence (O00487 whole entry, looked up): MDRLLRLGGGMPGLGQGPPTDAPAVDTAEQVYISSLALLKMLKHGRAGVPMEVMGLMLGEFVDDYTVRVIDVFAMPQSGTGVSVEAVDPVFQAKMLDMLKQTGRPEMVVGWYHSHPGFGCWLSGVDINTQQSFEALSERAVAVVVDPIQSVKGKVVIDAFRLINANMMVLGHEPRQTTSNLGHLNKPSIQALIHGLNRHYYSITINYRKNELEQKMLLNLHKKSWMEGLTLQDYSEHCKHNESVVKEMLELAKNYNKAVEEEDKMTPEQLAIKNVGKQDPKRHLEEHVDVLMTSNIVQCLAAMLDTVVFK
# LMPTP inh: LMPTP (human) inhibition; P24666; recombinant LMPTP-A, OMFP fluorogenic substrate, fluorescence intensity; inhibition, % at 20 µM; 360,000 compounds, 0.22% hits;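 active means compounds that cut the enzyme signal by at least half of the control window in the single-dose screen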;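 further: plate controls were DMSO wells with enzyme plus substrate for no effect and substrate without enzyme for full effect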
# Target sequence (P24666 whole entry, looked up): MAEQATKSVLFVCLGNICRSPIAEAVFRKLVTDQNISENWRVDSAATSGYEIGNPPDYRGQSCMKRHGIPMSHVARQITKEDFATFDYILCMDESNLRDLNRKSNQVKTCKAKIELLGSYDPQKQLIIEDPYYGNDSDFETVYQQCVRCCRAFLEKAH
#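 Test system: LMPTP-A, protein tyrosine phosphatase of low molecular weight; Input: 0.625 nM enzyme; Incubation: 50 min dark incubation at room temperature; Signal: endpoint fluorescence intensity from OMFP dephosphorylation; Read-out basis: % inhibition versus control wells.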
# NRP1-CendR mod: alters CendR peptide binding to human NRP-1; O14786; FAM-RPARPAR peptide binding to NRP-1, fluorescence polarization; inhibition, % at 25 µM; 360,000 compounds, 0.85% hits; AID 602438;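 active means inhibition or corrected inhibition above about 18%, plus a signal ratio from 0.5 to 1.5, limit read from the data, passing the limit was not always enough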; further: strong numbers were not always called active
# SKN-1 block: inhibitors of C. elegans SKN-1; AID 624304; C. elegans VP596 Pgst-4::GFP/RFP ratio, acrylamide-induced, 24 h; inhibition, % at 21.8 µM; 360,000 compounds, 0.49% hits;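 active means interference check ratio from 0.5 to 1.5 plus GFP to RFP signal ratio inhibition reaching or exceeding a fixed threshold, cut at about 30% in these data, passing the limit was not always enough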; further: some compounds called inactive have numbers as strong as hits
# SUMO1-SIM PPI: SUMO1-SIM interaction modulation; AID 602429; inhibition, % at 20 µM; SUMO1 binding to a labelled peptide, TR-FRET, 1 h; P63165; 360,000 compounds, 0.33% hits; in the data active means inhibition above about 37%
# Target sequence (P63165 whole entry, looked up): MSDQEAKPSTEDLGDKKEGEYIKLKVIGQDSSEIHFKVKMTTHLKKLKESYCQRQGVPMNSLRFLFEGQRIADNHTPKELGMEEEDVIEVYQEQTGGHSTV
# NadD block: NadD (S. aureus) enzyme inhibition. purified NadD enzyme, colorimetric absorbance read-out. inhibition, % at 20 µM. 360,000 compounds, 0.78% hits. AID 602399; in the data active means inhibition above about 26%; further: some compounds past the cut are filed as inactive
# Scp1 inh: Scp-1 (human) phosphatase inhibition | Q9GZU7 | 340,000 compounds, 0.88% hits | AID 493091 | Recombinant Scp1, phosphopeptide, malachite green phosphate absorbance | inhibition, % at 20 µM;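 active means inhibition above about 50% at 20 µM, limit read from the data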;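 further: plate controls were DMSO wells with enzyme for no effect and wells lacking enzyme for full effect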
# Target sequence (Q9GZU7 76-261 limits assumed): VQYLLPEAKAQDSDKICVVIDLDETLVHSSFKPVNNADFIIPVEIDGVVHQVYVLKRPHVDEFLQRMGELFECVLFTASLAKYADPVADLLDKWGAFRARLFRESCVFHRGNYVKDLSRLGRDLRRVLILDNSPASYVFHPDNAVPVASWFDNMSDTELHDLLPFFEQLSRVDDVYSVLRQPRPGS
#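 Test system – truncated SCP-1 phosphatase (76-261aa) · Reagent – Phosphorylated 17-residue peptide substrate · Incubation – 45 min room-temperature reaction, 5 min colour, 30 min stabiliser · Detection – colorimetric phosphate reagent with accelerator and stabiliser, absorbance at 630 nm · Measure – % inhibition at 20 µM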
# DNMT1 block: blocks human DNA methyltransferase DNMT1. P26358. DNMT1 molecular beacon, Hinp1I cleavage, fluorescence. inhibition (reported as % activation of signal), % at 10 µM. 360,000 compounds, 0.83% hits. AID 588458; in the data active means inhibition above about 50%
# Starred values were filed as active, the others as inactive; i = inactive; x = not tested or not shown.
SMILES,MT1-MMP act inh,STEP block,Rpn11 block,LMPTP inh,NRP1-CendR mod,SKN-1 block,SUMO1-SIM PPI,NadD block,Scp1 inh,DNMT1 block
CC(=Nc1ccccc1O)c1sc2ccccc2c1O,-157.7,-0.6,x,2.5,81.5,-3.2,-24.9,-2.1,-19.9,-7.0
COc1ccc(C(=O)Cn2nnc(-c3ccccc3NC(=O)C3CC3)n2)cc1,x,-2.3,i,-0.2,33.2*,-13.5,-0.9,-7.6,7.1,0.0
Cn1c(=O)c2[nH]c(NN=Cc3ccc(Br)cc3)nc2n(C)c1=O,4.8,0.8,i,2.6,4.3,-1.7,2.2,1.8,-7.7,0.2
CCCN(CC(=O)Nc1ccccc1C)C(=O)Cc1c(C)nc2ccccc2c1C,-1.4,0.2,i,5.2,-8.4,14.5,4.0,0.8,16.7,22.6
CCOc1ccc(N2C(=O)CC(N(Cc3ccco3)C(C)=O)C2=O)cc1 (stereo not given),2.9,-1.1,i,-2.1,5.4,3.0,0.7,-4.2,-5.0,-5.6
Cn1cccc1/C=C(\C#N)c1ccccc1,3.3,2.6,i,-0.2,7.6,4.5,-7.1,-3.0,-2.1,2.2
COc1ccc(NC(=O)N2CCCC2C(=O)Nc2ccccc2F)cc1 (stereo not given),-0.5,-1.2,i,-0.7,-1.7,-17.6,-2.0,-1.4,-4.9,0.6
Cc1ccc(S(=O)(=O)N(CC(O)CN2C(=O)NC(C)(C)C2=O)c2cccc([N+](=O)[O-])c2)cc1 (stereo not given),1.7,-3.6,i,-2.1,24.8*,4.0,-16.4,-4.0,-4.8,-3.8
O=C(COC(=O)c1ccc(NS(=O)(=O)c2cccs2)cc1O)NC1CCCCC1,1.2,0.4,i,1.1,-4.9,0.4,1.6,-8.9,-12.3,-0.5
CCOc1cc(NC(=O)Nc2ccccc2)c(OCC)cc1NC(=O)CC,2.2,-1.0,i,-0.8,8.4,-13.8,-4.0,-3.3,-5.7,0.4
CC(C)Cc1nc2sc3c(NCc4ccco4)ncnc3c2c2c1COC(C)(C)C2,-4.9,1.7,i,0.8,-18.7,32.8,-5.4,10.2,-10.7,-4.3
CCc1cc(=O)oc2cc3occ(C)c3cc12,-3.5,-1.2,i,-0.7,-0.5,3.6,-1.7,-3.0,0.3,3.0
C[C@H](CO)N1C[C@H](C)[C@@H](CN(C)C(=O)CCC(F)(F)F)OCc2cnnn2CCCC1=O,0.8,-3.0,i,-2.1,-11.4,-17.5,3.2,2.2,x,0.9
COCCNC(=S)N1CCN(C)CC1,-2.4,-1.3,i,-5.5,10.4,-3.1,0.7,2.0,-7.4,3.9
COc1cccc(-c2cnc(C(O)c3ccc(F)cc3C)[nH]2)c1 (stereo not given),-0.5,-1.4,i,-2.0,-7.8,-19.7,3.2,-0.2,x,1.0
CCCc1cc(=O)[nH]c(SCC(=O)c2c(C)[nH]c3ccccc23)n1,x,-1.3,i,1.4,3.7,-11.5,4.7,3.9,3.1,2.3
O=C(CCS(=O)(=O)c1ccc(Br)cc1)NCc1cccs1,-2.8,1.2,i,-1.0,-6.8,-16.4,5.4,1.4,86.7*,58.7*
N#CCSc1ccccc1NC(=O)CN1C(=O)NC(CCc2ccccc2)C1=O (stereo not given),-12.3,-1.3,i,0.4,-25.0,-6.8,-2.7,-2.4,x,-2.7
O=C(COc1ccc(Cl)cc1)Nc1ccc(CN2CCOCC2)cc1,2.3,-1.8,i,-0.7,4.2,-3.9,0.7,-4.4,4.8,-3.0
O=C(COC(=O)c1cccc(S(=O)(=O)N2CCCC2)c1)NCc1ccccc1,1.7,-0.4,i,-0.9,-3.4,4.5,-2.0,-3.2,-4.1,-0.5
Cc1ccc(/C(O)=C2/C(=O)C(=O)N(c3ccccn3)C2c2cccc([N+](=O)[O-])c2)cc1 (stereo not given),0.6,0.4,i,4.8,7.3,-18.7,-14.8,7.0,-0.9,2.9
O=[N+]([O-])CC1(n2nc3ccccc3n2)CCCCC1,-4.7,-1.5,i,-0.8,9.0,11.0,5.2,-1.9,-8.6,0.9
Cc1c(C(=O)OCc2ccccc2)[nH]c2c1C(=O)CC(c1ccco1)C2 (stereo not given),3.1,3.0,i,79.1*,-13.9,6.0,8.3,15.8,71.3*,67.9*
CC1CCc2c(sc3nc(SCC(=O)NCc4ccco4)nc(N)c23)C1 (stereo not given),3.9,-1.2,i,1.4,-31.4,-32.3,14.6,-1.4,-1.6,-7.7
C=CCOc1c(/C=N\NC(N)=O)cccc1OC,1.6,-0.6,i,-0.3,9.0,3.5,-2.0,0.8,4.8,-0.6

# Carrying on:
SMILES,MT1-MMP act inh,STEP block,Rpn11 block,LMPTP inh,NRP1-CendR mod,SKN-1 block,SUMO1-SIM PPI,NadD block,Scp1 inh,DNMT1 block
Cn1nnc2cc(C(=O)Nc3ccc(Cl)cc3)ccc21,5.0,0.5,i,-1.2,0.3,0.5,4.2,-2.2,-2.8,-2.5
CCc1nc2n[nH]c(N)c2c2c1CSC(C)(C)C2,4.3,0.3,i,-1.4,0.9,-26.3,-4.0,4.9,-13.9,-1.3
Cc1cc(=O)oc2c3c(cc(OCC(=O)NC(C)C)c12)OC(C)(C)CC3,3.4,0.2,i,-0.3,-5.0,5.0,-2.4,-1.7,13.5,-2.7
O=C(Nc1ccc(S(=O)(=O)N2CCCC2)cc1)Nc1ccc(F)cc1F,-2.6,-2.6,i,1.2,-0.1,-13.6,1.7,-4.0,4.0,-0.5
Cc1c(NC(=O)c2ccc3c(c2)OCO3)cccc1-c1nc2ccccc2s1,-4.0,-2.5,i,1.3,8.4,7.4,-6.2,0.0,-5.9,4.3
O=C(O)CCCC(=O)Nc1ccc(C(=O)N2CCCCC2)cc1,-0.7,-1.0,i,0.4,5.4,4.7,3.2,-4.3,0.3,-1.4
CN(Cc1cccnc1)Cc1cn(Cc2ccccc2)nc1-c1ccc2c(c1)OCO2,-1.7,-1.5,i,-0.8,1.1,7.2,-0.9,4.4,-3.1,0.2
COc1ccc(NC2=CC(=O)CC(c3ccccc3)C2)c(OC)c1 (stereo not given),-61.0,-1.1,i,-2.1,14.7,-11.0,-3.6,3.6,2.1,0.5
O=C(COC(=O)c1cccc(S(=O)(=O)N2CCCC2)c1)c1ccc(F)cc1,0.7,1.1,i,-0.5,13.2,3.0,1.7,-11.4,x,-1.9
CCCCCC(=O)Nc1ccc(-c2csc(C)n2)cc1,0.1,5.1,i,-1.3,-5.5,1.7,-2.4,-7.7,-9.1,-2.8
C#CCOC(=O)Nc1cccn(Cc2c(Cl)cccc2Cl)c1=O,3.1,3.2,i,0.1,0.6,-1.4,-7.1,-4.1,-1.8,-8.7
CCC(C)c1ccc(C(CC)NC(=O)C2CCCO2)cc1 (stereo not given),1.3,-2.2,i,-0.4,5.1,-2.9,4.2,-2.5,-3.7,1.6
Cc1ccc(C)c(NC(=O)COc2cccc3c2CCN(Cc2ccccc2)C3=O)c1,-0.6,0.2,i,2.7,-2.3,14.5,15.5,-4.0,-10.7,14.2
Cc1cc(F)ccc1S(=O)(=O)NCC(c1ccc2c(c1)OCO2)N1CCOCC1 (stereo not given),-1.1,0.3,i,1.9,3.4,3.2,-5.7,-3.1,9.1,5.3
Cc1ccc(C)c(S(=O)(=O)N2CCCOC2CNC(=O)C(=O)NCCc2ccccc2)c1 (stereo not given),-1.8,1.5,i,0.1,-6.0,12.7,0.2,-2.3,-4.8,-3.1
Cn1c(=O)c2[nH]cnc2n(C)c1=O,2.0,-2.5,i,-1.5,7.2,-2.5,-3.4,-3.0,-11.3,-4.5
Cn1c(=O)[nH]c(=O)c2c1nc(SCC(=O)Nc1ccccc1)n2Cc1ccccc1,-0.9,0.6,i,1.0,-0.4,-21.4,3.6,5.4,-9.1,-2.8
CCCc1c(C(=O)N/N=C/c2cccc3ccccc23)nnn1-c1nonc1N,0.2,-0.6,i,8.6,0.7,20.8,0.7,23.2,-1.1,14.0
CCC(C)[C@H](NC(=O)N1CC(=O)Nc2ccccc21)C(=O)N[C@H](Cc1c[nH]c2ccccc12)C(=O)O (stereo not given in full),4.6,-4.2,i,-0.8,7.5,-5.4,5.6,2.1,6.8,-1.9
Cc1cccc(COCC(Cc2ccccc2)N2CCN(C(=O)c3cccc(Cl)c3)CCC2=O)c1 (stereo not given),-2.4,1.1,i,0.9,-4.4,17.4,3.5,1.4,1.9,1.7
COC(=O)CSc1nc2ccccc2c(=O)n1Cc1ccccc1,-3.1,2.5,i,1.1,-8.1,6.8,0.1,0.3,-8.6,0.7
O=C(O)/C=C/C(=O)Nc1ccc(F)cc1F,2.1,-0.3,i,-1.4,3.2,-2.0,-0.8,0.3,2.1,-3.2
CN(C)Cc1c(O)ccc2cc(-c3nc4ccccc4n3C)c(=O)oc12,-40.8,1.6,i,0.6,-48.6,5.2,-8.9,-0.6,-5.0,-2.8
COc1ccc(-c2nnc(SCc3nc4ccccc4c(=O)[nH]3)o2)cc1,2.5,-2.2,i,-2.2,-27.7,2.2,-3.7,-4.7,-4.1,-4.3
CCN(CC)CC1CN(N=Cc2ccc([N+](=O)[O-])o2)C(=O)O1 (stereo not given),2.6,-2.8,i,-1.5,2.5,13.5,-28.6,4.4,0.5,-3.2
COc1ccc(CCNC(=O)c2ccc(CNc3nc(=S)[nH]c4ccccc34)cc2)cc1OC,2.1,-1.9,i,3.9,-4.0,-2.5,8.2,8.2,-0.3,-10.5
COc1cccc(NC(=O)C2CCN(C(=O)[C@@H]3Cc4ccccc4CN3C(=O)OC(C)(C)C)CC2)c1,-0.4,0.9,i,0.9,-8.4,-8.0,-1.7,-3.1,3.8,-2.4
CN(C(=O)COC(=O)/C=C/c1ccc(F)cc1)c1c(N)n(Cc2ccccc2)c(=O)[nH]c1=O,-0.4,-0.6,i,-0.2,9.7,19.7,-10.7,2.7,-5.7,1.4
Cc1ccc(-c2csc3nnc(SCc4csc(C)n4)n23)cc1,4.6,2.9,i,0.5,3.1,6.6,1.9,2.9,-8.7,4.4

# Reformatted with values under each structure: entries from further up
# Screens in order – MT1-MMP act inh	STEP block	Rpn11 block	LMPTP inh	NRP1-CendR mod	SKN-1 block	SUMO1-SIM PPI	NadD block	Scp1 inh	DNMT1 block
- Cc1cccc(COCC(Cc2ccccc2)N2CCN(C(=O)c3cccc(Cl)c3)CCC2=O)c1 (stereo not given)
→ -2.4	1.1	i	0.9	-4.4	17.4	3.5	1.4	1.9	1.7
- COC(=O)CSc1nc2ccccc2c(=O)n1Cc1ccccc1
→ -3.1	2.5	i	1.1	-8.1	6.8	0.1	0.3	-8.6	0.7
- O=C(O)/C=C/C(=O)Nc1ccc(F)cc1F
→ 2.1	-0.3	i	-1.4	3.2	-2.0	-0.8	0.3	2.1	-3.2
- CN(C)Cc1c(O)ccc2cc(-c3nc4ccccc4n3C)c(=O)oc12
→ -40.8	1.6	i	0.6	-48.6	5.2	-8.9	-0.6	-5.0	-2.8

# Compound activity: PubChem, Sanford-Burnham Center for Chemical Genomics
